TNAP activation fold – human TNAP enzyme activators, primary screen, biochemical, luminescent, no phosphate acceptor, uHTS (AID 1001); purified TNAP, luminescent activation assay, no phosphate acceptor; higher activation fold means a stronger effect; actives 0.03% (n = 200,000); one-dose activation fold at 20 µM; EC50 in µM for titrated hits; in the data active = activation fold from about 3, or a potency from the dose series; inactive = the rest, 99 in 100 with activation fold below about 1.6; note: many of its hits are not listed in these tables
UTI89 phage lysis – inhibition of K1F phage lysis, E. coli UTI89, bacterial capsule biogenesis inhibitors, alamar blue (AID 488966); one-dose inhibition, % at 100 µM; IC50 in µM for titrated hits; E. coli UTI89 K1F phage lysis, alamar blue, 2 h; higher % means a stronger effect; actives 0.02% (n = 340,000);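 active = phage lysis inhibition, versus mean bacterial control, above a set limit; inconclusive = no clear call, values can overlap the other calls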;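 note: capsule biogenesis inhibitors block K1F phage lysis so surviving cells raise fluorescence; higher fluorescence means more inhibition of phage lysis; actives were called in the ten point dose series up to 300 µM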
RSV antiviral HEp-2 – inhibition of RSV-induced cytopathic effect – HEp-2 cells, primary 10 µM value included (AID 2391); HEp-2 cells, RSV-induced CPE inhibition; higher % means a stronger effect; one-dose CPE inhibition, % at 10 µM; IC50 in µM for titrated hits; actives 0.13% (n = 310,000); in the data active = a potency from the dose series; inconclusive = CPE inhibition mostly from about 23% at the one dose, without a potency; inactive = the rest, 99 in 100 with CPE inhibition below about 21%; note: strong numbers were not always called active
West Nile virus CPE – inhibition of WNV-induced cytopathic effect – cell-based, CPE readout (AID 1621). CPE inhibition, % at 10 µM; hits with a dose series show IC50 in µM. West Nile virus-infected cells, CPE inhibition; higher % means a stronger effect. actives 0.02% (n = 290,000); in the data active = a potency from the dose series; inconclusive = CPE inhibition mostly from about 3.7% at the one dose, without a potency; inactive = the rest, 99 in 100 with CPE inhibition below about 2.2%; note: strong numbers were not always called active
PMI inhibition – human PMI inhibitors, high substrate, primary screen, biochemical, fluorescence intensity, high mannose 6-phosphate (AID 1220); recombinant PMI enzyme, coupled fluorescence intensity; higher % means a stronger effect; one-dose inhibition, % at 20 µM; IC50 in µM for titrated hits; actives 0.66% (n = 190,000)
human PMI inhibition – inhibitors of human PMI, primary screen, biochemical, fluorescence intensity, coupled assay (AID 1209) | inhibition, % at 20 µM, or IC50 in µM where a hit was titrated | actives 0.42% (n = 190,000) | purified PMI enzyme, coupled fluorescence intensity; higher % means a stronger effect;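 note: plate controls were DMSO vehicle for no effect and wells lacking substrate for full effect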
T cell HTS – T cell immune modulation candidate | 2C CD8+ T cell-vesicle binding, flow cytometry; stronger effect = lower value | calls only at 7 µM | actives 0.068% (n = 330,000);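 active = response, share of CD8 T cells binding vesicles, and their 90th percentile fluorescence all below set limits, cut at about 80% in these data, passing the limit was not always enough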
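Assay system: 2C TCR transgenic mouse naive CD8+ T cells, MACS-purified | Read-out: CD8+ gate FL2 mean fluorescence as % of same-row positive control | Signal: High-throughput flow cytometry with anti-B7-1 and anti-CD8 staining | Timing: Binding step 1.5 h, 37 °C, antibody labelling 20 min, ice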
P. falciparum M1AAP – malaria alanyl aminopeptidase activity blockers – biochemical, fluorogenic H-Leu-NHMec substrate, 1536-well (AID 1445) | recombinant M1AAP, H-Leu-NHMec fluorogenic kinetic assay; higher % means a stronger effect | inhibition, % at 30 µM; hits with a dose series show IC50 in µM | actives 0.42% (n = 220,000);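 active = primary inhibition above the hit cutoff, then over 50% inhibition at one or more dose response concentrations, cut at about 23% in these data, passing the limit was not always enough; inconclusive = conflicting primary data, or primary hits not chosen for dose response; inactive = low primary inhibition, or under 50% at every dose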;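 note: plate controls were DMSO full reaction for no effect and no enzyme background for full effect; strong numbers were not always called active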
M17LAP inhibition – P. falciparum M17LAP inhibitors, primary screen, biochemical, fluorogenic H-Leu-NHMec substrate, 1536-well (AID 1619) | recombinant M17LAP, H-Leu-NHMec fluorogenic kinetic assay; higher % means a stronger effect | inhibition, % at 30 µM, or IC50 in µM where a hit was titrated | actives 0.38% (n = 220,000);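 active = compound inhibiting the enzyme by more than half at any dose during confirmatory dose-response retesting; inconclusive = strong single-dose inhibitors picked by rank but not retested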;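 note: plate controls were full reaction with DMSO carrier for no effect and no enzyme background for full effect; strong numbers were not always called active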
T cell HTS vesicle-bound % – further read-out of T cell HTS, marked with its call; double positive events, %; measured here: CD8+ vesicle-bound cell fraction;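 binding gate set so that unloaded-vesicle control wells show 10% double positive cells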
Numbers without * were called inactive; i = inactive; ? = inconclusive; nt = no result given; [ ] = dose if it differs, or a comment. Cut-off read from the data, not from the text of the source, unless noted: active = inhibition above about 50%; inactive = the rest.

SMILES	TNAP activation fold	UTI89 phage lysis	RSV antiviral HEp-2	West Nile virus CPE	PMI inhibition	human PMI inhibition	T cell HTS	T cell HTS vesicle-bound %	P. falciparum M1AAP	M17LAP inhibition
CCCCCN1C=CC(=C2C(=O)c3ccccc3C2=O)C=C1	1.1	0.4%	-1.0%	-1.0%	-3%	-18%	i	28	8%	-4%
CCCn1c(=O)c2c(nc3n2CCCN3CCc2ccc(OC)c(OC)c2)n(C)c1=O	nt	1.2%[50 µM]	4.4%	-0.6%	nt	nt	i	18	nt	nt
O=C(Nc1cccc(S(=O)(=O)N2CCOCC2)c1)[C@@H]1CCCN1S(=O)(=O)c1ccc(Cl)cc1	1.1	0.9%	2.8%	-0.6%	-3%	2%	i	15	?	6%
O=C(CNC(=O)c1cccs1)NCC(=O)OCc1c(Cl)cccc1Cl	1.1	0.7%	-1.5%	1.0%	4%	4%	i	55	1%	-8%
CC(Oc1ccccc1)C(=O)NNC(=O)c1ccccn1 (stereo not drawn)	nt	1.1%[50 µM]	0.1%	-1.4%	21%	24%	i	10	10%	8%
CC(CN(C)Cc1ccccc1)OC(=O)c1cccs1 (stereo not drawn)	1.1	0.2%	0.2%	-0.5%	6%	2%	i	14	0%	-8%
Cc1ccccc1C(=O)/C=C1\NC(=O)CS1	1.3	0.3%	1.0%	-0.5%	-6%	2%	i	24	21%	63%
CC(=O)N(c1ccccc1)C1CC(C)N(C(=O)c2ccccc2)c2ccccc21 (stereo not drawn)	nt	0.7%	0.0%	-2.1%	nt	nt	i	63	nt	nt
CCOC(=O)Cc1csc(NC(=O)c2ccc3ccccc3n2)n1	nt	-0.2%	2.8%	-0.8%	nt	nt	i	19	nt	nt
C(=C\c1ccc(/C=C/c2ccccc2)nn1)/c1ccccc1	nt	nt	1.5%	0.3%	nt	nt	i	34	-2%	-12%
CC(C)=CCN1CCN(CCC2=C(C)CCCC2(C)C)CC1CCO (stereo not drawn)	1	0.2%	8.3%	-1.4%	-5%	4%	i	63	2%	-5%
O=C1/C(=C/c2ccccc2)NC(=S)N1C(c1ccccc1)c1ccccc1	1	-0.2%	-2.2%	0.7%	11%	10%	i	4	-1%	6%
COc1ccc(O)c(-c2[nH]ncc2C(=O)c2ccccc2C)c1	1.1	-0.5%	3.4%	0.3%	10%	14%	i	54	2%	28%
C=CCSc1nnc(-c2c[nH]c3ccccc23)n1CC	1	-0.9%	nt	-0.2%	-11%	-11%	nt	nt	10%	5%
O=c1c2ccccc2nc2sc3ccccc3n12	1.1	0.5%	2.1%	-0.1%	3%	0%	i	60	-1%	-4%
COc1ccc(C(=O)NNC(=O)CSc2nc(C(C)C)nc3ccccc23)cc1	nt	0.2%	0.1%	-0.8%	nt	nt	i	31	nt	nt
O=C(Nc1ccc(-n2ccnc2P(=O)(O)c2ccccc2)cc1)c1ccccc1Cl	1	-0.1%	0.6%	0.7%	-2%	-9%	i	28	75%*	2%
COC(=O)C(O)(CC(=O)Nc1ccc(Cl)cc1Cl)C(F)(F)F (stereo not drawn)	1.1	0.2%	1.8%	1.1%	-1%	2%	i	20	1%	12%
O=C1c2cccnc2C(=O)N1Cc1ccccc1	1.1	-0.1%	1.6%	0.3%	-4%	-8%	i	46	2%	-2%
O=C(NCc1ccc(Cl)cc1)c1csc(-c2cccnc2)n1	nt	0.2%	5.8%	0.0%	nt	nt	i	36	0%	-3%

Of the compounds above, these have a halogen.
SMILES	TNAP activation fold	UTI89 phage lysis	RSV antiviral HEp-2	West Nile virus CPE	PMI inhibition	human PMI inhibition	T cell HTS	T cell HTS vesicle-bound %	P. falciparum M1AAP	M17LAP inhibition
O=C(Nc1cccc(S(=O)(=O)N2CCOCC2)c1)[C@@H]1CCCN1S(=O)(=O)c1ccc(Cl)cc1	1.1	0.9%	2.8%	-0.6%	-3%	2%	i	15	?	6%
O=C(CNC(=O)c1cccs1)NCC(=O)OCc1c(Cl)cccc1Cl	1.1	0.7%	-1.5%	1.0%	4%	4%	i	55	1%	-8%
O=C(Nc1ccc(-n2ccnc2P(=O)(O)c2ccccc2)cc1)c1ccccc1Cl	1	-0.1%	0.6%	0.7%	-2%	-9%	i	28	75%*	2%
COC(=O)C(O)(CC(=O)Nc1ccc(Cl)cc1Cl)C(F)(F)F (stereo not drawn)	1.1	0.2%	1.8%	1.1%	-1%	2%	i	20	1%	12%
O=C(NCc1ccc(Cl)cc1)c1csc(-c2cccnc2)n1	nt	0.2%	5.8%	0.0%	nt	nt	i	36	0%	-3%

Later entries.
SMILES	TNAP activation fold	UTI89 phage lysis	RSV antiviral HEp-2	West Nile virus CPE	PMI inhibition	human PMI inhibition	T cell HTS	T cell HTS vesicle-bound %	P. falciparum M1AAP	M17LAP inhibition
CSc1ccccc1NC(=O)CN(C1CCCCC1)S(C)(=O)=O	1	-0.2%	0.6%	-0.1%	0%	-3%	i	37	0%	5%
C/C(NCCN1CCOCC1)=C(\C#N)C(N)=O	1.1	0.8%	1.1%	0.2%	2%	5%	i	6	4%	-2%
CC1(C)C(=O)Nc2ccccc2N1C(=O)COc1cccnc1[N+](=O)[O-]	1.1	0.1%	0.0%	0.2%	-2%	-4%	i	56	8%	11%
COC(=O)C1(C)NC(c2ccccc2C)C2C(=O)N(c3ccc(F)cc3)C(=O)C21 (stereo not drawn)	nt	0.2%	-1.9%	-1.8%	nt	nt	i	40	nt	nt
CC(=O)NCCCC(=O)NNC1CC(=O)N(c2cccc(Cl)c2)C1=O (stereo not drawn)	nt	nt	0.5%	0.3%	nt	nt	i	15	7%	-1%
O=C(Nc1nc(-c2ccccn2)cs1)c1ccc([N+](=O)[O-])o1	nt	0.1%	12%	0.4%	nt	nt	i	55	-8%	3%
CCOC(=O)C(=O)/C(C#N)=C/Nc1ccc(F)cc1	1.1	0.1%	0.8%	0.0%	-25%	-9%	i	49	7%	4%
CSc1ccc(-c2nc(CN3CCCCC3c3cccnc3)c(C)o2)cc1 (stereo not drawn)	1.1	0.2%	1.5%	-1.1%	-2%	6%	i	12	7%	4%
CN(C)CCNC(=O)c1csc(Nc2cccc3ccccc23)n1	nt	1.2%	0.0%	0.8%	nt	nt	i	21	nt	nt
CCCCNC(=O)NC12CC3CC(CC(C3)C1)C2	1	1.6%	0.3%	-0.3%	11%	5%	i	59	5%	3%
CCCC(=O)N(Cc1cc(=O)[nH]c2ccccc12)c1ccc(C)cc1C	nt	0.4%[50 µM]	9.6%	-1.1%	nt	nt	i	26	nt	nt
O=C1C2CC=CCC2C(=O)N1Cc1nnc(-c2ccc(Cl)cc2)o1 (stereo not drawn)	1.1	1.7%	8.7%	-0.2%	7%	-1%	i	19	13%	3%
O=C(O)c1ccc(NS(=O)(=O)c2cccc(C(=O)Nc3cccc(C(=O)O)c3)c2)cc1	nt	0.1%	1.0%	0.0%	nt	nt	i	23	nt	nt
O=C1NC2(CCCCCC2)C(=O)N1Cc1cccc([N+](=O)[O-])c1	nt	0.0%	2.2%	-0.1%	nt	nt	i	51	nt	nt
CCOC(=O)c1[nH]c(C)c(C(=O)N2CCc3c([nH]c4ccccc34)C2c2ccccn2)c1C (stereo not drawn)	1	0.2%	20%	0.3%	19%	9%	i	47	1%	-2%
COC(=O)c1c(C)nn(-c2ccc(OC(F)(F)F)cc2)c1-c1snnc1C	nt	nt	9.3%	-0.3%	nt	nt	i	57	-3%	-3%
O=C(OCC(=O)N1CCCC1)c1cc(Br)ccc1Cl	1.1	0.0%	1.7%	0.8%	-16%	-13%	i	27	2%	55%
COc1ccc(/C=C/C(=O)NC(=S)Nc2ccc(S(N)(=O)=O)cc2)cc1OC	nt	2.0%	0.7%	-0.4%	nt	nt	i	53	nt	nt
COc1ccc(-n2c(SC(C)C(=O)Nc3ncc(Cl)cc3Cl)nc3ccccc32)cc1 (stereo not drawn)	1	0.4%[50 µM]	16%	?	12%	0%	i	47	-4%	3%
O=C(Cn1nnc(-c2ccccc2-n2cnnn2)n1)c1ccccc1	1.1	5.0%	0.1%	1.2%	-2%	4%	i	23	0%	-4%
Cc1c(OCC(=O)NCc2ccncc2)ccc2c3c(c(=O)oc12)CCCC3	nt	0.2%	0.2%	-1.1%	nt	nt	i	1	nt	nt
Cc1ccc(C(=O)NNC(=O)c2ccc(C)cc2)cc1	1.5	-1.0%	1.1%	-0.3%	-17%	-16%	i	54	5%	17%
O=C(O)c1ccc(N/N=C/c2c[nH]c3ccccc23)cc1	nt	0.8%	1.0%	0.0%	nt	nt	i	54	nt	nt
N=C1C(c2ccccc2)=C(O)CN1NC(=O)c1ccccc1	1.1	0.2%	0.2%	0.3%	-16%	-15%	i	54	1%	-18%
Cc1ccc(-c2noc(CN(C(=O)CCCN3C(=O)c4ccccc4C3=O)C(C)C)n2)cc1	nt	-0.2%	1.5%	0.1%	nt	nt	i	54	nt	nt
C=CCNC(=S)N1CCN(c2ccccc2Cl)CC1	nt	0.2%	1.6%	0.3%	nt	nt	i	67	2%	7%
CCOc1ccc(N2C(=O)CC(N(CCc3ccc(OC)cc3)C(=O)c3cccc(F)c3)C2=O)cc1 (stereo not drawn)	1	2.5%	0.9%	-1.1%	-40%	-19%	i	41	-5%	-1%
CCOc1ccc(S(=O)(=O)Nc2cccc(C(=O)N(C)Cc3cccc(OC)c3OC)c2)cc1	nt	-0.1%[50 µM]	9.7%	-0.8%	nt	nt	i	9	nt	nt
C[C@@H](CO)NC(=O)c1ccc2c3n(nc2c1)-c1ccc(Cl)cc1CO3	nt	-0.8%	0.7%	0.5%	nt	nt	i	29	7%	14%
Cc1ccc(NS(=O)(=O)c2cc(C(=O)Nc3cccc([N+](=O)[O-])c3)ccc2C)cc1	1.3	0.1%[50 µM]	3.7%	?	12%	19%	i	11	6%	4%
Cn1c(=O)c2cc(S(=O)(=O)NC(C(=O)NC3CCCCC3)c3ccccc3)ccc2n(C)c1=O (stereo not drawn)	1.2	0.3%	nt	-0.2%	8%	2%	nt	nt	0%	-1%
Cc1ccc(C(=O)NNC(=O)c2cc(OCC(F)(F)F)ccc2OCC(F)(F)F)cc1	1.1	0.9%	1.4%	-0.5%	2%	-6%	i	24	-7%	8%
